Source: PubChem (Southern Research Specialized Biocontainment Screening Center)
H37Rv inhibition = M. tuberculosis growth inhibition, HTS (AID 449762). M. tuberculosis H37Rv growth inhibition, 7H9 media; higher % means a stronger effect. inhibition, % at 25 µM, or IC50 in µM where a hit was titrated. 330,000 compounds, 0.59% hits; in the data active means a potency from the dose series; inconclusive means inhibition above about 70% without an active follow-up result;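 further: bacterial growth assessed after seven days of incubation; strong numbers were not always called active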
tuberculosis growth = growth inhibition of non-replicating M. tuberculosis (AID 488890); Mycobacterium tuberculosis non-replicating, growth inhibition; higher % means a stronger effect; one-dose inhibition, % at 25 µM; IC50 in µM for titrated hits; 320,000 compounds, 0.39% hits; in the data active means a potency from the dose series; inconclusive means inhibition mostly from about 82% at the one dose, without a potency; inactive means the rest, 99 in 100 with inhibition below about 76%;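 further: plate controls were DMSO cells for no effect and high antibiotic wells for full effect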
inhibitors of VEEV = inhibitors of VEEV TC-83 cytopathic effect, confirmation, Vero cells (AID 588727) | 350,000 compounds, 0.13% hits | Vero cells, VEEV TC-83 cytopathic effect inhibition; higher % means a stronger effect | inhibition, % at 20 µM; hits with a dose series show IC50 in µM; in the data active means a potency from the dose series; inconclusive means inhibition mostly from about 14% at the one dose, without a potency; inactive means the rest, 99 in 100 with inhibition below about 12%; further: strong numbers were not always called active
H1N1 NS1A inhibition = NS1A inhibition, H1N1 influenza, cell based functional assay (AID 504329); NS1A functional cell-based assay, percent inhibition; higher % means a stronger effect; inhibition, % at 12.5 µM; hits with a dose series show IC50 in µM; 340,000 compounds, 0.3% hits; in the data active means a potency from the dose series; inconclusive means inhibition above about 27% without an active follow-up result; further: strong numbers were not always called active
Salmonella PhoP GFP = PhoP regulon inhibitors, Salmonella typhi PhoP promoter GFP reporter, confirmatory (AID 1850). Salmonella Typhi PhoP-promoter GFP reporter, fluorescence, 4 h; higher % means a stronger effect. inhibition, % at 50 µM; hits with a dose series show IC50 in µM. 310,000 compounds, 0.33% hits; in the data active means a potency from the dose series; inconclusive means inhibition mostly from about 25% at the one dose, without a potency; inactive means the rest, 99 in 100 with inhibition below about 19%;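 further: 0% = induced wells with vehicle and 100% = uninduced wells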
Numbers without * were called inactive; i = inactive; ? = inconclusive; · = not tested or not shown.

SMILES	H37Rv inhibition	tuberculosis growth	inhibitors of VEEV	H1N1 NS1A inhibition	Salmonella PhoP GFP
O=C(Cc1ccc(Cl)cc1)NCC(=O)N1CCCC1	-1%	-3%	0.7%	-9%	8%
Cc1ccc(S(=O)(=O)N2CCCC(C(=O)NC3CC3)C2)cc1 (stereo not given)	3%	-2%	1.6%	4%	6%
CCn1c2ccccc2c2cc(CNCCCN3CCOCC3)ccc21	-6%	33%	?	6%	-3%
COc1cc(C(=O)Nc2cc(C)c(OCC(=O)N3CCOCC3)c(C)c2)cc(OC)c1OC	-2%	8%	11%	4%	-6%
CN1/C(=C\C(=O)CSc2cccc[n+]2[O-])C(C)(C)c2ccccc21	3%	34%	i	1%	2%
COc1ccc2nc(C(C)O)[nH]c2c1 (stereo not given)	-1%	-10%	1.9%	2%	-2%
CCOC(=O)c1ccc(NC(=O)Nc2ncccc2C)cc1	41%	-1%	0.4%	2%	-2%
CCOc1ccccc1C(=O)NCC(=O)N1CCN(Cc2ccc3c(c2)OCO3)CC1	13%	22%	3.2%	1%	·
Nc1ccc(OCC(O)C[n+]2ccc(CCS(=O)(=O)[O-])cc2)cc1 (stereo not given)	7%	7%	2.0%	2%	-1%
CCCNC(=O)c1ccc2c(=O)c(O)c(-c3ccc(C)cc3)[nH]c2c1	-2%	30%	6.1%	-11%	-17%
CC(/C=N\NC(=O)Cn1c(C)nc2ccccc21)=C\c1ccccc1	-11%	-4%	1.1%	14%	0%
C=CCCN(C(CC(C)C)C(=O)OC)S(=O)(=O)c1cc(Br)ccc1Br (stereo not given)	-4%	9%	i	-12%	-6%
COc1ccc(S(=O)(=O)N2CCc3ccccc32)cc1C(=O)NCCc1ccccn1	-4%	12%	1.1%	-2%	1%
CCOC(=O)c1cnn(-c2ccccc2)c1-n1cccc1C(=O)C(=O)Nc1ccc(F)cc1	-4%	7%	4.1%	1%	11%
COCCSc1ccccc1C(=O)Nc1ccncc1	-6%	-1%	0.5%	0%	-12%
Cc1cc2c(c(=O)n1CCc1ccccc1)C(C(C)C)C(C#N)=C(N)O2 (stereo not given)	0%	-12%	3.0%	-2%	-10%
Cc1cccc(-c2nnc3n2N=C(c2ccccc2)CS3)c1	4%	20%	i	1%	5%
Cc1cc(C(=O)CSc2n[nH]c(N)n2)c(C)n1-c1ccc(F)cc1	-19%	14%	2.0%	0%	-4%
CCn1c(CCc2nc3ccccc3[nH]2)n[nH]c1=S	-10%	0%	1.9%	16%	5%
CCOCC(=O)Nc1cc(-c2cn3cccnc3n2)ccc1C	2%	-14%	5.6%	-10%	4%
Cc1cc(C(=O)CSc2nnc(-c3cccnc3)n2-c2ccccc2F)c(C)n1CC1CCCO1 (stereo not given)	-5%	3%	7.5%	1%	3%
COc1cc2c(cc1NS(=O)(=O)N1CCCCC1)oc1ccccc12	-3%	14%	i	5%	-6%
CCN1C(=O)[C@H]2[C@H]3CN=C(SCc4ccccc4)N3[C@@](C)(C(=O)OC)[C@H]2C1=O	·	·	i	-5%	·
CC(NC(=O)C1CCN(C(=O)Nc2ccccc2)CC1)c1ccccc1 (stereo not given)	-2%	1%	0.8%	-4%	-6%
COC(=O)C1=C(C(=O)OC)C(c2ccc(OC)c(OC)c2)c2sc(=O)[nH]c2S1 (stereo not given)	-1%	-6%	1.2%	1%	-6%
CCOC(=O)/C=C/c1nc(C(=O)OCC)c(C)c(=O)[nH]1	1%	-16%	i	0%	-14%
COc1cc(C(=O)NC2CC(C)(C)Cc3c2cnn3-c2ccccc2)cc(OC)c1OC (stereo not given)	4%	-8%	1.4%	-10%	-3%
O=S(=O)(N[C@H](CO)c1ccccc1)c1ccc(Br)cc1F	·	·	0.7%	-17%	·
Brc1cc2ccccc2[n+](Cc2ccccc2)c1	-2%	-12%	0.1%	-9%	-9%
CCN1C(=O)c2cccc3c(S(=O)(=O)N(C(=O)c4ccncc4)c4ccc(OC)cc4)ccc1c23	6%	5%	4.0%	-3%	2%
CCOC(=O)c1c(C)[nH]c(C(=O)COC(=O)c2cccnc2Cl)c1C	-8%	16%	1.0%	-9%	·
Cc1ccc(-n2c(O)cnc2Nc2nc(C)cc(C)n2)cc1	-9%	-10%	i	-2%	-1%
O=C(Nc1nc(-c2cccs2)cs1)C1=COCCO1	1%	7%	6.3%	2%	-5%
O=C(NCCc1ccc2c(c1)OCCO2)c1cc(S(=O)(=O)N2CCCC2)ccc1Br	·	·	0.5%	-1%	·
Cc1cc(C)nc(N/N=C/c2ccc([N+](=O)[O-])o2)n1	?	57%	1.2%	-18%	-6%
CS(=O)(=O)Nc1ccccc1C(=O)NCCSc1ccc(Cl)cc1	4%	38%	0.5%	-3%	1%
Nc1cccc(C(=O)Nc2cccc3ncccc23)c1	-2%	12%	0.5%	-13%	-8%
O=C(COC(=O)C1CCN(S(=O)(=O)c2cc([N+](=O)[O-])ccc2Cl)CC1)Nc1ncc(Cl)cc1Cl	-2%	44%	i	6%	-1%
COc1ccccc1-c1cccc([C@@H]2C[C@H]3[C@H](CON3C)CN2C(=O)C(C)(C)C)c1	·	·	i	5%	·
Cc1c(=O)n(OCc2ccc(Cl)cc2)c2ccccc2[n+]1[O-]	-7%	2%	0.2%	3%	0%
Nn1cnnc1SC1CCCCC1NS(=O)(=O)c1ccccc1 (stereo not given)	6%	36%	i	-10%	7%
COc1ccccc1CNC(=O)c1ccccc1NC(=O)C1=C(C)OCCS1	0%	-16%	?	1%	6%
O=C(CCl)NCCCCCCCCCNC(=O)CCl	<0.2µM*	?	12%	-4%	7%
CCOC(=O)C1CCCN(S(=O)(=O)c2ccc(OC)c3ccccc23)C1 (stereo not given)	-13%	4%	4.4%	0%	-2%
COc1ccc(CN2CCN(S(=O)(=O)c3ccccc3)CC2)c(OC)c1	-6%	4%	0.8%	7%	10%
CCN(CC)C(=O)CSc1nc(COc2ccccc2)nc2ccccc12	-1%	6%	8.2%	7%	0%
O=C(CN1CCN(S(=O)(=O)c2ccccc2)CC1)Nc1cccc(C(F)(F)F)c1	1%	32%	6.7%	10%	-9%
COc1cc(/C=C\C(=O)NCc2ccc3c(c2)cc(C)n3C)cc(OC)c1OC	-3%	38%	1.0%	10%	0%
Cc1cccc(CN2CCSc3sccc3C2=O)c1	-5%	24%	0.3%	1%	1%
O=C1NC(Cc2ccccc2)c2nc3cc(Cl)ccc3c(=O)n2-c2cc(Cl)ccc21 (stereo not given)	7%	37%	·	·	·
COc1ccc2cc(OCC(=O)NNC(=O)Nc3ccc(F)cc3)ccc2c1	1%	23%	2.8%	8%	-1%
CCn1c(-c2cc(-c3ccc(OC(C)C)cc3)nc3ccccc23)n[nH]c1=S	-3%	-6%	i	-1%	-11%
Nc1ncc2c(n1)-c1cc(Cl)ccc1SC2	1%	3%	i	-7%	-1%
Cc1nnc(SCC(=O)Nc2ccc3c(c2)OCO3)n(N)c1=O	2%	14%	i	-3%	1%
Cc1ccc(CNC(=O)c2ccc(Cn3nc(C)cc3C)o2)cc1	1%	11%	i	13%	4%
CCN1C(=O)[C@H]2[C@@H](c3ccc(SC4CCCCC4)c(OC)c3)N3CCCC[C@@]3(C(=O)OC)[C@H]2C1=O	10%	34%	i	0%	3%
S=c1nc(-c2ccccc2)[nH]c2ccc(Br)cc12	-1%	-24%	2.2%	-1%	-1%
COc1cc2ncnc(NCc3ccccc3)c2cc1OC	-5%	0%	8.2%	-10%	-9%
O=C(OCCN1C(=O)c2ccccc2C1=O)c1cc(S(=O)(=O)N2CCOCC2)ccc1F	-10%	-4%	0.7%	-2%	2%
Cc1cccc(N2C(=O)CC(NNc3nc4ccccc4s3)C2=O)c1 (stereo not given)	0%	3%	1.4%	0%	-3%

4 records drawn at random from those above, as already listed:
SMILES	H37Rv inhibition	tuberculosis growth	inhibitors of VEEV	H1N1 NS1A inhibition	Salmonella PhoP GFP
COc1cc2ncnc(NCc3ccccc3)c2cc1OC	-5%	0%	8.2%	-10%	-9%
S=c1nc(-c2ccccc2)[nH]c2ccc(Br)cc12	-1%	-24%	2.2%	-1%	-1%
Cc1nnc(SCC(=O)Nc2ccc3c(c2)OCO3)n(N)c1=O	2%	14%	i	-3%	1%
Cc1cccc(CN2CCSc3sccc3C2=O)c1	-5%	24%	0.3%	1%	1%

An excerpt from above with just tuberculosis growth.
molecule,tuberculosis growth
Cc1cccc(N2C(=O)CC(NNc3nc4ccccc4s3)C2=O)c1 (stereo not given),3%
CCn1c(-c2cc(-c3ccc(OC(C)C)cc3)nc3ccccc23)n[nH]c1=S,-6%
S=c1nc(-c2ccccc2)[nH]c2ccc(Br)cc12,-24%
O=C(OCCN1C(=O)c2ccccc2C1=O)c1cc(S(=O)(=O)N2CCOCC2)ccc1F,-4%
Nc1ncc2c(n1)-c1cc(Cl)ccc1SC2,3%

(listing goes on)
SMILES	H37Rv inhibition	tuberculosis growth	inhibitors of VEEV	H1N1 NS1A inhibition	Salmonella PhoP GFP
CCOC(=O)N1CCN(C(=S)NC2CCCCC2)CC1	7%	7%	1.9%	4%	-5%
COc1ccccc1N1CCN(C2CC(=O)N(c3cccc(Cl)c3)C2=O)CC1 (stereo not given)	-2%	27%	i	-3%	4%
CCCCC(=O)Nc1nnn(CCC)n1	2%	5%	0.3%	-11%	9%
COc1cc(/C=C2/C(=O)NN(c3ccccc3)C2=O)cc(Br)c1O	10%	13%	2.3%	5%	4%
N#C/C(=C/c1cn(CC(=O)O)c2ccccc12)C(=O)Nc1ccccc1	23%	7%	0.3%	-2%	4%
CN(C)CCn1c(COc2ccccc2)nc2ccccc21	8%	2%	1.9%	0%	-16%
CN(C)C(=O)COc1ccc2cc(-c3ccccc3)c(=O)oc2c1	-1%	19%	i	-6%	-3%
CC(C)(C)n1nnnc1CN1CCN2CCCC2C1 (stereo not given)	0%	-7%	0.1%	-9%	-10%
O=C(Cc1ccsc1)NNC(=O)c1cccc(Cl)c1	-6%	23%	0.7%	12%	-5%
CC(C)c1nc2cc(C(=O)N(C)C3CCOCC3)ccc2o1	4%	-20%	0.6%	-7%	-2%
CN(Cc1cccc2cnccc12)C(=O)CCc1nnc(CCc2ccccc2)o1	-1%	9%	0.8%	-1%	2%
O=c1[nH]c(-c2ccccc2)nc(-c2ccccc2)c1Cl	-1%	4%	?	9%	0%
CCOc1ccc(NC(=O)N2CCCC2C(=O)NCC2CCCO2)cc1 (stereo not given)	-2%	-12%	0.3%	9%	0%
COc1ccc(OCC(=O)Nc2ccc(C)cc2)cc1	?	?	2.5%	1%	3%
Cn1nc(-c2ccccc2)cc1NC(=O)c1cccs1	-4%	11%	0.8%	-1%	0%
COCCNc1nnc(SCC(=O)NNC(=O)c2ccccc2)s1	2%	-9%	0.0%	-8%	2%
O=C(NC1CCCCC1)c1cnn2c(C(F)(F)F)cc(-c3ccco3)nc12	9%	28%	i	-4%	2%
Cc1ccc(-n2c(=O)[nH]c3c(C(N)=O)nc(-c4ccc(C)o4)nc32)cc1	2%	2%	11%	-9%	3%
COc1ccc(-c2noc(Cn3cc(S(=O)(=O)N4CCCC4)ccc3=O)n2)cc1	-3%	-11%	6.3%	-10%	·
CCOC(=O)n1c(=O)n(Cc2ccc(F)cc2)c2ccccc21	-2%	14%	0.6%	3%	-3%
Nc1o[nH]c(=O)c1Cc1ccccc1	·	·	i	-9%	·
Cc1cc(NC(=O)c2nn(C)c(C)c2Br)no1	-8%	-15%	2.9%	-1%	-2%
Cc1csc(NC(=O)CN2C(=O)c3ccccc3C2=O)c1C(N)=O	3%	-8%	0.4%	·	-6%
O=C(Nc1nccs1)c1ccc2ccccc2c1	?	i	3.7%	-3%	-17%
CC1CCN(c2nc3c(c(=O)n(C)c(=O)n3C)n2CCSc2ncccn2)CC1	0%	-2%	2.3%	-1%	-8%
CC1=CC(=O)C(C(C)C)=C/C1=C(\c1cc(C(C)C)c(OP(=O)(O)O)cc1C)c1ccccc1C(=O)O	-6%	6%	1.6%	6%	-6%
CCOc1ccc(OCC)c(NC(=O)CN2CCN(c3cccc(C)c3C)CC2)c1	-15%	-2%	0.4%	-1%	-4%
O=C(CN(C(=O)c1csnn1)c1ccccc1F)NCc1ccc2c(c1)OCO2	-3%	65%	1.9%	8%	11%
COc1ccccc1C(=O)Nc1ccc2c(C)cc(=O)oc2c1	5%	-14%	1.5%	-4%	-9%
O=C(Nc1nnc(Cc2ccc(Cl)cc2)s1)c1ccco1	5%	7%	1.5%	-9%	0%
